Assay outcomes: PubChem BioAssay, National Center for Advancing Translational Sciences (NCATS)
MCF10A rereplic = A quantitative high throughput screen for small molecules that induce DNA re-replication in MCF 10a normal breast cells; Potency, µM (series often up to 46.1 µM), without a hit: at the top dose activity, positive = re-replication, usual class: activators; AID 624296, 2012; MCF 10A DNA re-replication, Hoechst nuclear intensity, 48 h; actives 2.9% (n = 350,000); further: potency means the concentration at half of the fitted maximal effect; % of control where 0% means no effect; nearly all actives have a fitted effect of over 50% in size
ATXN viability = Viability Counterscreen for Primary qHTS for Inhibitors of ATXN expression. S2 cells (HEK-293 line with an ATXN2-luciferase reporter) viability, CellTiter-Fluor protease fluorescence, 24 h. Potency, µM (top dose mostly 56.7 µM), most hits filed as cytotoxic. actives 0.49% (n = 400,000). AID 651635, 2014; further: potency means the concentration at half of the fitted maximal effect; nearly all actives have a fitted effect of over 40% in size
KB-V1 MDR tox = qHTS assay for MDR1-selective chemotherapeutics: Primary screen using the drug-selected MDR subline cells KB-V1 | actives 3.4% (n = 400,000) | Potency, µM (top dose mostly 46.1 µM), for inactives: at the top dose activity change, negative = cytotoxicity, most hits filed as cytotoxic | KB-V1 MDR cells viability, CellTiter-Glo, 72 h; further: potency means the concentration at half of the fitted maximal effect; on the % scale 0 is the no-effect control and ±100 the full control effect; nearly all actives have a fitted effect of over 60% in size
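Luminescent ATP read-out (CellTiter-Glo, 10 min) measures survival of drug-selected KB-V1 MDR cells after 72 h, 37 degrees C compound exposure. Medium: phenol-red-free DMEM, 10% FBS. Values from fitted concentration-response curves.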
KB-3-1 cytotox = qHTS assay for MDR1-selective chemotherapeutics: Primary screen using the parental adenocarcinoma cell KB-3-1; KB-3-1 viability, CellTiter-Glo ATP luminescence, 72 h; actives 1.4% (n = 400,000); Potency, µM (highest dose often 46.1 µM), for the others: at the top dose activity change, negative = cytotoxic, most hits filed as cytotoxic; AID 1347075, 2019; further: potency means the concentration at half of the fitted maximal effect; on the % scale 0 is the no-effect control and ±100 the full control effect; nearly all actives have a fitted effect of over 60% in size
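Parental KB-3-1 viability, qHTS format: 72 h compound exposure, 37 °C; CellTiter-Glo; media-only wells and DMSO plates as controls; concentration-effect fits on corrected data.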
SW480 rerep = A quantitative high throughput screen for small molecules that induce DNA re-replication in SW480 colon adenocarcinoma cells. SW480 DNA re-replication, Hoechst DNA content imaging, 48 h. AID 624297, 2012. Potency, µM (titrated, usually from 46.1 µM), for inactives: at the top dose re-replication activation, hits mostly activators. actives 1.8% (n = 340,000); further: potency means the concentration at half of the fitted maximal effect; % of control where 0% means no effect; nearly all actives have a fitted effect of over 55% in size
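Hoechst fluorescence of nuclei (405 nm excitation, 500-530 nm emission) measured by plate-scanning imager after 48 hr compound exposure at 37 C; re-replication scored as increased number of nuclei with elevated intensity.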
ATXN2 expr inh = Primary qHTS for Inhibitors of ATXN expression; actives 0.72% (n = 360,000); Potency, µM (series often up to 57 µM), for inactives: at the highest dose activity change, negative = inhibition, hits mostly inhibitors; HEK-293 ATXN2-luciferase reporter, luminescence, 24 h; AID 1745845, 2022; further: potency means the concentration at half of the fitted maximal effect; on the % scale 0 is the no-effect control and ±100 the full control effect; nearly all actives have a fitted effect of over 55% in size
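ATXN2-luciferase reporter cells (luciferase flanked by upstream and downstream ATXN2 gene portions) were treated 24 h at 37 °C with compounds at up to 57 uM. SteadyGlo luminescence gave expression; GF-AFC fluorescence gave viability.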
HT1080 IDH1KD tx = qHTS for induction of synthetic lethality in tumor cells producing 2HG: qHTS for the HT-1080-IDH1KD cell line; AID 686971, 2013; HT-1080 IDH1 knockdown viability, ATP luminescence, 48 h; actives 2% (n = 360,000); Potency, µM (doses to about 46.1 µM), without a hit: at the highest dose activity, negative = toxicity, actives largely listed as cytotoxic;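 further: potency means the concentration at half of the fitted maximal effect; 0% = DMSO wells and -100% = cell-free medium wells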
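HT-1080-IDH1KD cells (IDH1 knocked down), 750/well in RPMI with 5% FBS, treated with compound 48 h at 37 degrees C. Viability by CellTiter-Glo luminescence, normalised to DMSO and no-cell wells; concentration-response curves classed.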
HT1080NT lethal = qHTS for induction of synthetic lethality in tumor cells producing 2HG: qHTS for the HT-1080-NT fibrosarcoma cell line | Potency, µM (series often up to 46.1 µM), for the others: at the top dose activity, negative = less viability, actives largely listed as cytotoxic | HT-1080-NT fibrosarcoma viability, CellTiter-Glo ATP luminescence, 48 h | actives 1.6% (n = 360,000);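 further: NT is the 2HG producing partner of a matched IDH1 knockdown line; potency means the concentration at half of the fitted maximal effect; 0% = DMSO-treated cells and -100% = media-only wells without cells; nearly all actives have a fitted effect of over 55% in size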
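Fibrosarcoma NT cells, 750 per well in 5% FBS RPMI, were exposed to compound for 48 hours. Viability: CellTiter-Glo luminescence.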
IL-1B inflam inh = qHTS for Inhibitors of Inflammasome Signaling: IL-1-beta AlphaLISA Primary Screen; actives 4.7% (n = 360,000); activity change, % at 57.5 µM; THP-1 LPS/ATP IL-1B secretion, AlphaLISA, 16 h; active compounds read low; AID 743279, 2014; in the data active means activity change below about -50%; inconclusive means mostly about -30% to -49%; further: on the % scale 0 is the no-effect control and ±100 the full control effect
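Secreted IL-1B measured by AlphaLISA bead assay after 16 h compound exposure of THP-1 cells; compounds (final up to 57.5 uM) added 1 h before LPS (250 ng/mL) and ATP (1.25 mM) stimulation; lower signal means less secretion.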
An asterisk follows results filed as active; i = inactive; ? = inconclusive; nt = not tested or not shown; & = joins results of further samples; [ ] = remark or other dose. Unless noted, the call rests on the fitted dose curve; in most records, active means well fitted curve in the direction sought with a large enough effect; inconclusive means small, poorly fitted or top-dose-only effect, or another doubt; inactive means no such curve, though single readings can be large; an effect the other way counts as inactive or inconclusive. This is a random part of the collection; overall some 11% were active at least once.

canonical_smiles	MCF10A rereplic	ATXN viability	KB-V1 MDR tox	KB-3-1 cytotox	SW480 rerep	ATXN2 expr inh	HT1080 IDH1KD tx	HT1080NT lethal	IL-1B inflam inh
OC1(CNCc2ccccc2)C2CC3CC(C2)CC1C3 (stereo unspecified)	6%	?	-9%	-15%	-1%	-13%	-16%	6%	-18
CCC(C)N1CCN(S(=O)(=O)c2ccc3ccccc3c2)CC1 (stereo unspecified)	?	i	2%	8%	1%	-12%	7%	0%	-9
O=S(=O)(c1ccc2[nH]c3c(c2c1)CCCC3)N1CCN(c2cccc(C(F)(F)F)c2)CC1	nt	?	-25%	4%	nt	-25%	nt	nt	nt
Cc1ccc(CCCOC(=O)CN2CCCCC2)cc1	-3%	i	5%	-6%	-1%	-9%	12%	5%	16
Cc1nn(Cc2ccc(F)cc2)c(C)c1NC(=O)c1cc(-c2ccc3c(c2)OCO3)on1	15%	i	-18%	?	-1%	-15%	2%	?	7
O=C1C=C(C2CCCCC2)C(=O)c2ccccc21	?	i	20%	1%	?	-4%	1%	2%	82
CCCCCCCCN1C(=O)C(O)=C(C(C)=O)C1c1ccccn1 (stereo unspecified)	-1%	i	16µM*	-1%	-2%	7%	3%	-1%	39
COC(=O)c1c(-c2c(Cl)cccc2Cl)noc1NC(=O)NN1CCOCC1	1%	?	?	6%	0%	3%	0%	-6%	14
CC(C)C[C@H](NC(=O)c1[nH]cnc1C(=O)N[C@H](C)c1ccccc1)C(=O)OCc1ccccc1	?	i	?	-19%	1%	-31%	-20%	-17%	29
CN(C(=O)CS(=O)(=O)c1cccc(Cl)c1)c1ccccc1	7%	i	-15%	1%	0%	-13%	10%	8%	-11
CS(=O)(=O)Nc1ccc(C2=NN(S(=O)(=O)c3ccccc3)C(c3cccs3)C2)cc1 (stereo unspecified)	12%	i	-3%	?	-14%	nt	-26%	-27%	-6
CC(C)(C)C(=O)Nc1nnc(SCC(=O)NCc2ccco2)s1	-12%	i	-1%	24%	-2%	-12%	12%	5%	4
CCCc1cc(C(=O)Nc2ccc(CC)cc2)no1	2%	i	6%	9%	-8%	62%[activator]	-19%	-26%	-1
COc1ccc(NC(=O)/C(=C\c2ccco2)NC(=O)c2ccco2)cc1	-28%	i	11%	0%	-22%	-5%	0%	2%	-7
NS(=O)(=O)c1ccc(NC(=O)COC(=O)C2CC2)cc1	-26%	i	14%	2%	-5%	2%	19%	16%	20
O=C(Nc1ccc2ncccc2c1)c1cccc(Br)c1	-1%	i	5%	-2%	-76%[inhibitor]	45%[activator]	9%	12%	-5
CCOc1ccccc1NC(=O)C1CCN(S(=O)(=O)c2c(C)noc2/C=C/c2ccc(C)cc2)CC1	nt	i	-5%	1%	nt	6%	nt	nt	nt
CCCc1ccc2oc(C(=O)NCCN3CCCC(C(N)=O)C3)c(C)c2c1 (stereo unspecified)	24%	i	-14%	-7%	21%	nt	-16%	-19%	-22
COCCNC(=O)CSc1nc2cc(OC)c(OC)cc2c(=O)n1CCC1=CCCCC1	2%	i	-33%	-4%	-3%	-1%	-2%	-7%	28
COc1ccc(CN2C(=O)c3ccccc3C2c2nnnn2Cc2ccccc2)cc1OC (stereo unspecified)	nt	?	?	-16%	nt	-3%	6%	1%	6
Cn1c(SCc2ccccc2)nc(N)c(N=O)c1=O	?	?	8%	5%	?	nt	-14%	-5%	?
COc1ccc(C)cc1NC(=O)C(=O)N/N=C(\C)CC(=O)Nc1cccnc1	6%	i	4%	2%	-8%	-7%	15%	12%	0
CC(=O)Nc1cccc(-c2cn3ccccc3n2)c1	-2%	i	-2%	0%	1%	nt	10%	12%	0
O=C(c1ccco1)n1nc(-c2ccc(Cl)cc2)nc1NCc1ccco1	13%	nt	-4%	?	-6%	nt	1%	7%	?
O=C1OCCN1/N=C/c1ccc([N+](=O)[O-])o1	?	i	-24%	-3%	-8%&-18%&17%	-27%&-17%	-16%	2%	22
CCn1cc(C(=O)Nc2ccc(NC(=O)c3ccco3)cc2)c(=O)c2ccc(C)nc21	?	i	-6%	1%	7%	-7%	-5%	-14%	12
O=C(Nc1ncccc1O)c1ccc(Cl)c(S(=O)(=O)N2CCCCC2)c1	-1%	i	-3%	8%	-40%[inhibitor]	7%	2%	3%	16
COc1ccc(Cl)cc1NC(=O)CN(C)C(=O)CNC(=O)C12CC3CC(CC(C3)C1)C2	-181%[0.0737 µM]	i	-5%	6%	-14%	7%	-10%	-2%	12
CN(C)/C=N/c1ncc(C(=O)c2ccccc2)s1	257%[0.0737 µM]	i	25%	10%	-12%	13%	1%	0%	-6
CCOC(=O)C1=C(C)OC(N)=C(C(=O)OCC)C1c1cccnc1 (stereo unspecified)	1%	i	10%	-5%	-10%	6%	-24%	10%[9.24 µM]	-1
CC1CCC2(CC1)NC(=O)N(CC(=O)NCc1ccco1)C2=O (stereo unspecified)	nt	i	11%	1%	nt	nt	0%	-3%	6
COc1ccc(OCCC(=O)Nc2nccs2)cc1	-2%	i	0%	-12%	2%	12%	-1%	0%	-3
NS(=O)(=O)c1cc(C(=O)OC2CCOC2=O)ccc1Cl (stereo unspecified)	-8%	i	-20%	-5%	-2%	-8%	-4%	3%	-8
O=C(c1cccnc1)N1N=C(c2cccs2)CC1c1ccc(F)cc1 (stereo unspecified)	-1%	i	?	8%	-1%	-17%	4%	2%	8
Cc1cccc(-n2cnc(C(=O)NC3CCCCCC3)c2)n1	?	i	-1%	0%	-1%	56%[activator]	9%	9%	?
O=c1c2ccccc2c(-c2ccc(Br)cc2)nn1Cc1ccccc1	?	i	-14%	10%	1%[9.22 µM]	3%	0%	-10%	2
CC1=C(SCCC#N)S/C(=C2\SC(C)=C(SCCC#N)S2)S1	-2%	i	-2%	13%	-2%	-6%	-21%[9.24 µM]	?	-24
CSc1nc(O)c(Cc2ccccc2)c(=O)[nH]1	13%	i	8%	5%	-3%	1%	-1%	5%	2
C[C@@H]1CN([C@H](C)CO)S(=O)(=O)c2ccc(C#C[C@@H](C)O)cc2O[C@@H]1CN(C)Cc1ccc(-c2ccccc2)cc1	nt	nt	-1%	0%	nt	-22%	-30%	?	?
CCc1ccc(-c2nc(CN3CCCC(C(=O)NCc4ccccc4Cl)C3)c(C)o2)cc1 (stereo unspecified)	nt	?	-28%	?	nt	?	nt	nt	nt
CCc1cccc(N2C(=O)CS(=O)(=O)C23C(=O)N(Cc2ccc(F)cc2)c2ccc(C)cc23)c1 (stereo unspecified)	nt	i	-6%	-2%	nt	-13%	nt	nt	nt
Cc1ccc2cc(/C=C3\N=C(c4ccccc4)OC3=O)c(N3CCOCC3)nc2c1	?	i	2%	-1%	-4%[9.22 µM]	-16%	20%	14%	15
Cc1ccccc1C(=O)N[C@H](C(=O)OCC(=O)c1ccc[nH]1)C(C)C	2%	?	20%	1%	-1%	nt	-1%	0%	9
COc1ccc(S(=O)(=O)N2CCCC2C(=O)Nc2ccc(C)cc2)cc1 (stereo unspecified)	5%	i	-11%	-5%	-7%	8%	-3%	-1%	13
C=CCN(c1ccccc1)S(=O)(=O)c1cccc(C(=O)NC2CCC(O)CC2)c1 (stereo unspecified)	10%	i	-29%	13%	1%	-1%	-5%	-4%	6
COc1ccc(-c2ccc(SCC(=O)c3cccs3)nn2)cc1	-1%	i	16µM*	?	-8%	16%	-20%	-10%	?
CCCCn1c(NCc2ccccc2NS(=O)(=O)c2ccc(C)cc2)nc2ccccc21	20%	i	?	-34%	6%	-13%	-5%	-5%	0
CC(C)CC1C(=O)N(Cc2cn(CC3CCCCC3)nn2)CCS(=O)(=O)N1Cc1ccc(-c2cccc(C#N)c2)cc1 (stereo unspecified)	-11%	i	0%	0%	?	-8%	-9%	-1%	-11
Cc1cc2cc(CNC(=O)c3ccc(S(=O)(=O)N4CCCCC4)cc3)ccc2n1C	26%	?	4%	-16%	0%	?	-1%	2%	11
CC(Oc1ccc(Cl)cc1Cl)C(=O)Nc1ccc(OCC(=O)O)cc1 (stereo unspecified)	-2%	i	0%	6%	-2%	3%[11.3 µM]	1%	12%	8
CCCCNC(=O)C(NC(=O)c1ccccc1)C(=O)c1ccccc1 (stereo unspecified)	nt	nt	?	14%	nt	nt	7%	9%	19
CCc1ccc2c(c1)C(c1ccc([N+](=O)[O-])cc1)=NNC(c1ccc(C)cc1)=N2	-6%	i	-8%	-5%	-2%	3%	14%	19%	-29
Cc1nn(CC(O)CN2c3ccccc3Sc3ccccc32)c(C)c1Br (stereo unspecified)	?	i	?	-25%	?	0%	?	?	-11
O=C(c1cccc2nccnc12)N1CCCC(Nc2ccc(F)c(F)c2)C1 (stereo unspecified)	-1%	i	?	-10%	-1%	-7%	-3%	-2%	-3

One compound at a time, as listed above:
Cc1cc2cc(CNC(=O)c3ccc(S(=O)(=O)N4CCCCC4)cc3)ccc2n1C in the list: MCF10A rereplic: 26%; ATXN viability: ?; KB-V1 MDR tox: 4%; KB-3-1 cytotox: -16%; SW480 rerep: 0%; ATXN2 expr inh: ?; HT1080 IDH1KD tx: -1%; HT1080NT lethal: 2%; IL-1B inflam inh: 11
CCc1cccc(N2C(=O)CS(=O)(=O)C23C(=O)N(Cc2ccc(F)cc2)c2ccc(C)cc23)c1 (stereo unspecified) in the list: MCF10A rereplic: nt; ATXN viability: i; KB-V1 MDR tox: -6%; KB-3-1 cytotox: -2%; SW480 rerep: nt; ATXN2 expr inh: -13%; HT1080 IDH1KD tx: nt; HT1080NT lethal: nt; IL-1B inflam inh: nt
